TcdB inh = inhibitors of Clostridioides difficile toxin B glycohydrolase; P18177; TcdB glycohydrolase enzymatic assay, plate reader; inhibition, % at 9.99 µM; 350,000 tested, 0.24% active; in the data active = inhibition above about 10%
Target sequence (P18177 whole entry, looked up): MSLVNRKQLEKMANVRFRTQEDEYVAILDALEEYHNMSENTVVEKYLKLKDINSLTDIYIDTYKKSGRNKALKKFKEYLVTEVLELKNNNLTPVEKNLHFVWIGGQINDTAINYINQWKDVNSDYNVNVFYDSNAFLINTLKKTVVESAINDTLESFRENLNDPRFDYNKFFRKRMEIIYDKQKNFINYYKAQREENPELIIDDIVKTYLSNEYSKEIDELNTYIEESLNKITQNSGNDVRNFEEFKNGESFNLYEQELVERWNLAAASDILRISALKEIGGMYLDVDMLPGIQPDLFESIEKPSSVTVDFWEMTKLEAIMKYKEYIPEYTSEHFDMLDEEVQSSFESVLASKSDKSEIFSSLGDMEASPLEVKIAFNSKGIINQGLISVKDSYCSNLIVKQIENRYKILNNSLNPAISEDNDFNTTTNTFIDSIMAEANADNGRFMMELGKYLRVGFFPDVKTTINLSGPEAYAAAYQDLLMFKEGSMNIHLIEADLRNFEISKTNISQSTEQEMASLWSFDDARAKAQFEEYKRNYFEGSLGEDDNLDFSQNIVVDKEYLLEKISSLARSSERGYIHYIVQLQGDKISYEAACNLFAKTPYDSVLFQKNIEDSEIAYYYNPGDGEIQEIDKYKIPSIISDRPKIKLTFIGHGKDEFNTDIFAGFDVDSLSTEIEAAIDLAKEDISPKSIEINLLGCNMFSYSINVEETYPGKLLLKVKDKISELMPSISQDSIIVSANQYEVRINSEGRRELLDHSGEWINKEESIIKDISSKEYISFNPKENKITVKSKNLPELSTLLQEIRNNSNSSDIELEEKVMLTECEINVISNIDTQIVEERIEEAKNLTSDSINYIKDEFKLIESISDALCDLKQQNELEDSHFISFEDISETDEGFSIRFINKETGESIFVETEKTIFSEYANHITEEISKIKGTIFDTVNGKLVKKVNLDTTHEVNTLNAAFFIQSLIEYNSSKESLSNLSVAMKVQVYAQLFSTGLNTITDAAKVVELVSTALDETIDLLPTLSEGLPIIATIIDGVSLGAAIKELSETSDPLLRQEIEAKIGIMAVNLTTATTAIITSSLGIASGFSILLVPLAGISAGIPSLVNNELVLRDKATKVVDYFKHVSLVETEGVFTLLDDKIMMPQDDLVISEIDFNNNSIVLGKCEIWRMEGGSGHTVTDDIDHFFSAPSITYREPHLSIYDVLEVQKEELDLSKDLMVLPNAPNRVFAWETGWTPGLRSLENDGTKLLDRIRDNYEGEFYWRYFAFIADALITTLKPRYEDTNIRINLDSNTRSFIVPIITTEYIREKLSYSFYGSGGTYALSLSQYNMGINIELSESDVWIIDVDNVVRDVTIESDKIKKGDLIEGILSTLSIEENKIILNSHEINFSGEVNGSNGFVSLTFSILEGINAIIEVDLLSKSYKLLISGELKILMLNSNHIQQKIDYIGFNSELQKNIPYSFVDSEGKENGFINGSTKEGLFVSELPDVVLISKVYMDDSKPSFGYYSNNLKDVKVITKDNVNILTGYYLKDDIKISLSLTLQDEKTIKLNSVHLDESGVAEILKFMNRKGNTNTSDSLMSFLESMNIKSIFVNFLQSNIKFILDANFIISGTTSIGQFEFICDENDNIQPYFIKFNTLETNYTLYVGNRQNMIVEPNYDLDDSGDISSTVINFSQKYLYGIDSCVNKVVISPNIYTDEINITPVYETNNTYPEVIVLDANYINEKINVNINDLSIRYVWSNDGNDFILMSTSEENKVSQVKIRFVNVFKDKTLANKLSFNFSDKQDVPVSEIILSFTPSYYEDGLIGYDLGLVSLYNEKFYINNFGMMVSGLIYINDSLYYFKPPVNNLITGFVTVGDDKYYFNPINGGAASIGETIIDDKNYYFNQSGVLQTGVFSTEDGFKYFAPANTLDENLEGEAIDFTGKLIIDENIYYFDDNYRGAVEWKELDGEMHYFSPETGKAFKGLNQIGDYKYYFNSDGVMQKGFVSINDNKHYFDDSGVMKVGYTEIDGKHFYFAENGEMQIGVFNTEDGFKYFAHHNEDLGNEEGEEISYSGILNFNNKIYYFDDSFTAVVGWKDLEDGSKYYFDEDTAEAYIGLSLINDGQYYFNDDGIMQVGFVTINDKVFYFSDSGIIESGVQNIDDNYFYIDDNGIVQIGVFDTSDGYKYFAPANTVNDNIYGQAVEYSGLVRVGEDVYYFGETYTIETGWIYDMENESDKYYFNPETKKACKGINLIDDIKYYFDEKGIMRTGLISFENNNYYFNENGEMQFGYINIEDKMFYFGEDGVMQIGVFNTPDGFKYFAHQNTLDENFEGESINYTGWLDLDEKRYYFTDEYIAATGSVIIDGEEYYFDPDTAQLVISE
CCHF vOTU inh = blocks the CCHF virus ovarian tumor domain protease | inhibition, % at 11.5 µM | CCHFV vOTU protease, Pep-AMC fluorescence | 370,000 tested, 0.55% active | AID 651958; in the data active = inhibition above about 30%; note: 0% = vehicle wells with enzyme and 100% = no enzyme wells
PriA SSB inh = blocks PriA binding to SSB C-terminal tail. 430,000 tested, 0.6% active. AlphaScreen SSBct-PriA binding, biotinylated peptide. inhibition, % at 33 µM; in the data active = inhibition mostly above about 37%, no sharp cut-off; inactive = mostly below about 20%;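 note: plate controls were negative control peptide for no effect and reference peptide for full effect; strong numbers were not always called active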
3CLpro inhibitor = SARS-CoV 3CLpro protease inhibition; P0C6X7; recombinant SARS-CoV 3CLpro, quenched FRET peptide cleavage; 290,000 tested, 0.14% active; AID 1706; inhibition, % at 6 µM; in the data active = inhibition above about 12%
MazEF act = activators of E. coli MazEF toxin-antitoxin RNase; P0AE70; FAM/BHQ RNA-DNA oligo cleavage fluorescence, 5 h; activation, % at 20 µM; 350,000 tested, 0.32% active; in the data active = activation above about 50%
DUSP3 inh = DUSP3 (human) phosphatase inhibition; P51452; recombinant VHR phosphatase, pNPP absorbance; inhibition, % at 13.3 µM; 290,000 tested, 0.52% active; AID 1654; in the data active = inhibition above about 50%; note: some compounds called inactive have numbers as strong as hits
Y pestis TopoI = Y. pestis Topo-I inhibition via cleavage products; Y. pestis Topo-I cleavage product accumulation, plate reader; activity, % at 10 µM; 360,000 tested, 0.064% active; AID 504884; in the data active = activity above about 50%, passing the limit was not always enough; note: inactives centre near 2
PrPC TRFRET = inhibitors of human cell surface prion protein PrPC; AID 720596; 370,000 tested, 0.43% active; TR-FRET read-out; P04156; inhibition, % at 13.8 µM; in the data active = inhibition above about 24%; note: 0% = median of the test wells and 100% = reference compound wells
BH1578 lux ind = induces V. cholerae light production without autoinducers; V. cholerae BH1578 lux reporter, luminescence, 6 h; activation, % at 18.7 µM; 350,000 tested, 0.16% active; AID 588436; in the data active = activation mostly above about 9.7%, no sharp cut-off; note: not every result past the cut was called active; inactives centre near 0; reference of the scale not given here
Rv3671c protease = Rv3671c (M. tuberculosis) protease inhibition | 320,000 tested, 0.048% active | P9WHR9 | inhibition, % at 5.96 µM; in the data active = inhibition above about 38%;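 note: extracellular domain of Rv3671c used as enzyme; 0% = enzyme with DMSO and 100% = no enzyme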
* = called active by the depositor; i = inactive; . = not tested or not shown; & = joins results of further samples. An excerpt; the hit share may differ from the screen's.

Second line of a record: TcdB inh | CCHF vOTU inh | PriA SSB inh | 3CLpro inhibitor | MazEF act | DUSP3 inh | Y pestis TopoI | PrPC TRFRET | BH1578 lux ind | Rv3671c protease
Cc1ccc(C(=O)CC(=O)COc2ccc(Cl)cc2C)cc1
    -0.1 | -1.9 | -13.9 | 2.0 | 10.2 | 16.4 | -6.6 | -0.2 | -3.6 | 4.7
Cc1cc(N/N=C/c2ccco2)c2ccccc2n1
    0.0 | 1.9 | . | 0.1 | 3.8 | -0.4 | -8.9 | -1.3 | 0.0 | -0.8
CC1(C)CC=CC(COC(=O)c2ccccc2C(=O)O)C1 (stereo not given)
    0.8 | -4.6 | -3.2 | . | 7.3 | . | 2.2 | 7.6 | i | .
COc1ccc(C2CC(c3ccc(Cl)cc3)Nc3nc(NC(=O)c4ccco4)nn32)cc1 (stereo not given)
    . | 19.6 | -2.7 | -3.2 | 160.1* | -0.2 | 24.0 | 0.6 | -0.7 | .
CCN1CCN(c2ccc(S(=O)(=O)N3CCOCC3)cc2NC(=O)c2ccc(C(F)(F)F)cc2)CC1
    4.0 | 34.5* | -12.9 | . | 4.3 | . | 24.0 | -7.8 | -2.3 | 0.8
O=C(CSc1ccc2nnc(-c3ccc(F)cc3)n2n1)N1CCCc2ccccc21
    0.1 | 6.6 | -6.1 | 6.3 | -4.3 | 2.9 | 8.9 | -5.1 | -0.3 | -16.4
O=C(CCCN1C(=O)/C(=C\c2cccs2)SC1=S)Nc1ccc(O)cc1C(=O)O
    4.0 | 12.5 | -2.8 | 3.3 | 2.5 | -46.7 | 5.9 | -8.5 | -0.2 | -10.0
C[C@H](NC(=O)[C@@H]1Cc2ccccc2CN1)C(=O)Nc1ccc2c(c1)OCO2
    1.6 | -4.2 | -1.8 | 0.8 | 2.9 | 8.0 | -2.2 | 13.7 | -0.9 | -1.2
COC(=O)C[C@H]1c2cc(F)ccc2S(=O)(=O)N1Cc1ccccc1OC
    1.0 | 7.6 | -11.1 | . | 1.4 | . | -1.6 | -2.6 | i | -7.7
O=c1oc(-c2ccc(F)cc2)nc2ccsc12
    . | 10.1 | -6.6 | 0.0 | -1.1 | 2.6 | -9.1 | -1.8 | 0.0 | -19.4
O=S(=O)(c1cccs1)N1CCN(Cc2ccccc2)CC1
    . | 10.6 | -9.7 | 5.4 | 0.9 | 20.0 | 9.7 | -6.1 | i | -3.4
CC(=O)Nc1ccc(NC(=O)c2cccc(S(=O)(=O)N3CCCCCC3)c2)cc1
    0.9 | 4.7 | -12.9 | . | 3.9 | . | 4.8 | -13.7 | -5.6 | 1.6
O=C1CCC(c2ccc3c(c2)CCC3)=NN1
    -0.7 | -3.7 | -0.9 | 1.5 | 5.2 | 1.6 | -0.8 | -1.9 | -2.2 | 7.8
CC1(C)Cc2c(C#N)c(N3CCOCC3)nc(-c3ccccc3)c2CO1
    . | -8.8 | -49.4 | 4.7 | -11.7 | 26.7 | 15.3 | -2.7 | -1.1 | -0.7
CC1(c2ccc(Cl)cc2)NC(=S)N2C1NC(=S)N2c1ccccc1 (stereo not given)
    0.0 | -0.6 | 9.5 | 4.5 | -3.9 | 30.1 | 1.6 | 3.4 | -0.5 | 3.4
COc1ccc(NC(=O)Cn2nnc(C(=O)NCc3ccccc3)c2N)c(OC)c1
    0.4 | -0.3 | -15.8 | 7.4 | -2.7 | 11.9 | -3.9 | -0.1 | -0.4 | -3.8
Cn1c(SCC(=O)NC2CCCC2)nnc1-c1ccccn1
    1.7 | -2.0 | -5.2 | 4.5 | -2.3 | 20.2 | 5.2 | -3.2 | i | 0.6
O=C(NNC(=O)c1ccccc1)C(=O)N1CCCCC1
    . | -4.7 | -23.1 | 5.9 | 3.5 | 7.1 | -5.8 | 4.1 | i | 2.2
O=C(CN1CCN(c2ccccn2)CC1)N(c1ccccc1)c1ccc2ccccc2c1
    . | -0.7 | -0.2 | -6.7 | 1.7 | 17.2 | 15.1 | 1.2 | i | -1.9
Cc1cccc(C)c1NC(=O)c1cc(S(=O)(=O)N2CCC3(CC2)OCCO3)ccc1F
    0.0 | 12.6 | . | . | 1.9 | . | 1.3 | 1.1 | -0.6 | .
CCOC(=O)C1CCN(C(=O)c2ccc3c(=O)n4nc(Nc5ccccc5)sc4nc3c2)CC1
    0.6 | -7.3 | . | . | 14.4 | . | 33.2 | 1.2 | 1.4 | .
CC(=O)Nc1ccc(N=Cc2ccc[nH]2)cc1
    . | -0.6 | -2.7 | -4.3 | 6.8 | -5.1 | -7.4 | -0.5 | -0.1 | -1.9
Cc1ccc(C(C)C)c(OCCCN2C(=O)NC(C)(C)C2=O)c1
    -0.1 | 13.3 | -10.1 | 3.3 | -2.5 | 9.9 | 10.5 | 10.2 | i | -4.9
C=CCn1c(SCC(=O)Nc2nc(C)cs2)nnc1C(C)NC(=O)c1ccccc1Cl (stereo not given)
    . | -5.0 | 3.2 | -5.1 | -9.1 | -0.1 | 5.9 | 2.5 | 0.3 | -0.5
CCCC1C(=O)N(Cc2ccccc2)C(=O)CC1C (stereo not given)
    0.7 | -4.9 | -8.9 | -1.4 | -1.0 | -21.3 | 9.0 | 5.4 | -0.4 | -7.5
Cc1ccc2nc(NC(=O)C3CSC4(C)CCC(=O)N34)sc2c1 (stereo not given)
    2.9 | -7.0 | 9.2 | . | 4.2 | . | 7.7 | -7.3 | i | 3.4
CC1=CC(C)(C)N=C(Nc2nc(C)c3cc(C)cc(C)c3n2)N1
    5.0 | 6.0 | 2.0 | -6.2 | -6.5 | 7.7 | 13.3 | 13.0 | -0.9 | 5.5
CCO[C@@H]1OC(C(=O)N2CCN(Cc3ccc4c(c3)OCO4)CC2)=C[C@H](C2CCCCC2)[C@H]1CCCO
    -1.6&1.6 | 19.3 | 8.6 | 6.0 | 7.9 | 12.0 | 14.8 | 5.1 | i | 1.1
CCCn1cnc2scc(-c3ccc(OC)cc3)c2c1=O
    1.4 | -2.6 | -12.7 | -1.4 | 2.9 | -0.5 | 3.5 | 2.7 | -0.8 | 6.1
C=CCC[C@@H](Cc1ccc(F)cc1)C(=O)OC[C@@H](NC(=O)[C@H](CC=C)CC(=O)N(CCO)Cc1ccccc1)c1ccccc1
    1.9 | 24.4 | -7.3 | . | 0.5 | . | 6.6 | 0.6 | -7.1 | -8.1

One compound at a time (already shown). Order of screens: TcdB inh | CCHF vOTU inh | PriA SSB inh | 3CLpro inhibitor | MazEF act | DUSP3 inh | Y pestis TopoI | PrPC TRFRET | BH1578 lux ind | Rv3671c protease
`CC(=O)Nc1ccc(NC(=O)c2cccc(S(=O)(=O)N3CCCCCC3)c2)cc1` as listed: 0.9 | 4.7 | -12.9 | . | 3.9 | . | 4.8 | -13.7 | -5.6 | 1.6
`Cn1c(SCC(=O)NC2CCCC2)nnc1-c1ccccn1` as listed: 1.7 | -2.0 | -5.2 | 4.5 | -2.3 | 20.2 | 5.2 | -3.2 | i | 0.6

Back to the main list; the 3 compounds before the break are reprinted first.
Second line of a record: TcdB inh | CCHF vOTU inh | PriA SSB inh | 3CLpro inhibitor | MazEF act | DUSP3 inh | Y pestis TopoI | PrPC TRFRET | BH1578 lux ind | Rv3671c protease
CCO[C@@H]1OC(C(=O)N2CCN(Cc3ccc4c(c3)OCO4)CC2)=C[C@H](C2CCCCC2)[C@H]1CCCO
    -1.6&1.6 | 19.3 | 8.6 | 6.0 | 7.9 | 12.0 | 14.8 | 5.1 | i | 1.1
CCCn1cnc2scc(-c3ccc(OC)cc3)c2c1=O
    1.4 | -2.6 | -12.7 | -1.4 | 2.9 | -0.5 | 3.5 | 2.7 | -0.8 | 6.1
C=CCC[C@@H](Cc1ccc(F)cc1)C(=O)OC[C@@H](NC(=O)[C@H](CC=C)CC(=O)N(CCO)Cc1ccccc1)c1ccccc1
    1.9 | 24.4 | -7.3 | . | 0.5 | . | 6.6 | 0.6 | -7.1 | -8.1
CCOC(=O)N1CCN(CC(=O)c2ccc(O)cc2O)CC1
    0.5 | 17.4 | -5.0&-0.3 | -2.2 | -43.0 | -13.4 | -5.5 | -0.5 | -0.1 | -7.9
NNC(=O)c1ccc(COc2cccc3ccccc23)cc1
    2.4 | 0.3 | -5.0 | 6.9 | 3.5 | 27.7 | -5.3 | -1.4 | -0.3 | -28.9
CN1CCN(CC#CCC(O)(c2ccccc2)c2ccccc2)CC1
    1.0 | 6.8 | -8.6 | -0.6 | -11.6 | 9.0 | -7.1 | -1.3 | -1.3 | 3.3
COc1ccc(C(=O)N2CCN(CCNC(=O)C(=O)Nc3ccc(Br)cc3)CC2)cc1
    -0.8 | -5.0 | -3.8 | 5.0 | -3.9 | 91.2 | 34.7 | 1.3 | i | -0.8
CCCCNC(=O)CCn1nc(-c2ccc(Cl)cc2)ccc1=O
    0.4 | 10.2 | 0.4 | -6.4 | 8.7 | 18.2 | 8.3 | -4.6 | i | 0.9
Cn1ccc(CC(=O)N2CCC(N3CCC(C(=O)N4CCCC4)CC3)CC2)c1
    0.5 | -6.9 | 3.4 | 3.6 | -1.9 | 17.0 | 5.9 | -4.5 | -3.3 | -8.7
Cc1c(Cl)cccc1NC(=O)Cn1c(CCC(=O)O)ccc1-c1ccccc1
    1.2 | 13.8 | -2.1 | 6.5 | 6.2 | 31.1 | 3.3 | 2.9 | i | -6.2
COc1ccc(-c2cc3nc(C)n(N)c(=O)c3s2)cc1
    0.9 | -99.3 | -1.5 | -1.0 | -1.3 | 6.2 | -2.8 | 1.4 | i | -0.8
Cc1ccc(S(=O)(=O)N2CCC(C(=O)OCC(=O)N(C)Cc3ccccc3)CC2)cc1C
    2.5 | 6.2 | 0.6 | . | 6.3 | . | 25.6 | 0.9 | i | 7.0
O=C(CN1CCCC1)NCC1(c2ccccc2)CCOCC1
    . | -3.3 | -2.3 | -0.2 | 6.8 | -11.5 | -0.9 | 8.7 | -0.4 | 3.5
CC(C)c1nnc(NC(=O)c2cccc(-n3cnnn3)c2)s1
    . | 5.0 | -24.9 | -2.3 | 0.5 | 29.4 | 3.1 | -5.7 | . | -0.1
CC(NC(=O)C(=O)NCCN1CCN(C(=O)c2ccc([N+](=O)[O-])cc2)CC1)c1ccccc1 (stereo not given)
    1.5 | 5.8 | -5.3 | -3.5 | 5.6 | 1.9 | 3.0 | -22.4 | -0.2 | 3.6
COc1ccc(S(=O)(=O)N(C)[C@H]2C[C@H]3c4cc(Oc5ccccc5C)ccc4CCN3C(=O)[C@H]2[C@H](C)O)cc1
    -0.2 | 15.9 | . | . | -8.3 | . | 31.9 | -6.1 | -0.4 | .
COCCN1C(=O)/C(=C/c2ccc(Oc3ccc([N+](=O)[O-])cn3)c(OC)c2)SC1=Nc1ccccc1
    . | -4.1 | -0.8 | -1.5 | 6.3 | 0.9 | 2.5 | -5.6 | -0.3 | 4.3
Cc1ccc(/C=C2/NC(=O)N(Cc3ccc(Br)cc3)C2=O)o1
    . | -2.5 | 3.7 | -1.0 | 8.4 | -4.5 | -3.8 | -4.3 | -0.7 | 4.0
Cc1cc(C)cc(-n2ccnc2SCC(=O)c2c(N)n(C3CC3)c(=O)[nH]c2=O)c1
    1.4 | -6.1 | 7.1 | . | -17.3 | . | 6.7 | -4.9 | -0.5 | 4.9
Cc1nn(CC(=O)NCCc2cccs2)c(=O)c2cc3ccccc3n12
    0.2 | 14.5 | 6.1 | -1.8 | 4.6 | 9.7 | 5.6 | -4.0 | -0.3 | -5.2
CC(C)(C)N1[C@@H](CC(=O)O)c2cc(C(F)(F)F)ccc2S1(=O)=O
    11.9* | -0.5 | 5.1 | . | 5.0 | . | 3.6 | 3.5 | i | 9.3
CCN(CC)C(=O)CSc1nnc([C@H](CCSC)NC(=O)OC(C)(C)C)o1
    . | 13.3 | -5.9 | -3.3 | 6.0 | 21.3 | -13.1 | -5.7 | 0.1 | -1.2
COc1ccc(C(=O)NC2(C(F)(F)F)NC(=O)N(CCCc3ccccc3)C2=O)cc1OC (stereo not given)
    2.6 | 1.2 | -8.2 | 5.6 | 5.5 | -4.5 | -10.1 | -2.2 | i | -15.5
COc1ccc(OC)c(C2=NS(=O)(=O)N(C)C(C(=O)Nc3ccc(F)cc3F)=C2)c1
    0.2 | -0.8 | 7.0 | 1.2 | -1.3 | 7.3 | 2.2 | -6.0 | -0.6 | -7.5
COc1ccc(C(=O)N2CCn3c(C)ccc3C2C)cc1 (stereo not given)
    1.0 | 2.9 | 19.6 | 0.5 | 2.8 | -2.7 | 2.2 | 0.0 | i | -4.1
